# K1F lysis inhibition: inhibition of K1F phage lysis, E. coli UTI89, bacterial capsule biogenesis inhibitors, alamar blue (AID 488966) | actives 0.02% (n = 340,000) | E. coli UTI89 K1F phage lysis, alamar blue, 2 h; higher % means a stronger effect | inhibition, % at 100 µM; hits with a dose series show IC50 in µM;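 active = phage lysis inhibition, versus mean bacterial control, above a set limit; inconclusive = no clear call, values can overlap the other calls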;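 also: capsule biogenesis inhibitors block K1F phage lysis so surviving cells raise fluorescence; higher fluorescence means more inhibition of phage lysis; actives were called in the ten point dose series up to 300 µM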
# NS5 inhibitors: Dengue-2 NS5 methyltransferase inhibitors, primary screen, biochemical, confirmation dose response (AID 588689); Dengue-2 NS5 methyltransferase capping enzyme assay, biochemical; higher % means a stronger effect; one-dose inhibition, % at 25 µM; IC50 in µM for titrated hits; actives 0.3% (n = 340,000); in the data active = a potency from the dose series; inconclusive = inhibition above about 29% without an active follow-up result
# GPR35 antagonists: inhibition of zaprinast-stimulated GPR35 beta-arrestin translocation – imaging, U2OS, beta-arrestin-GFP, zaprinast agonist, primary screen (AID 2058); U2OS GPR35 beta-arrestin-GFP translocation imaging, zaprinast antagonism; higher % means a stronger effect; inhibition, % at 10 µM, or IC50 in µM where a hit was titrated; actives 0.052% (n = 290,000);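 active = inhibition of at least 50% with at least 30 cells and total cytoplasm GFP at most 10,000,000; inconclusive = under 30 cells or total GFP of 10,000,000 plus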
# Salmonella PhoP GFP: PhoP-dependent GFP reporter repression – Salmonella Typhimurium, primary screen (AID 1863) | S. Typhimurium PhoP-regulated promoter GFP reporter, 4 h; higher % means a stronger effect | inhibition, % at 50 µM, or IC50 in µM where a hit was titrated | actives 0.16% (n = 300,000);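 active = inhibition over 29.93%, a cutoff 3 SD above the screen mean, later confirmed by dose response; inconclusive = inhibition over 29.93% but no dose response follow-up; inactive = inhibition at most 29.93% or unconfirmed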;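 also: 0% = low Mg2+ inducing control and 100% = high Mg2+ repressing control; strong numbers were not always called active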
# Rac1 GTP hydrolysis: MgcRacGAP GTPase-activating activity inhibitors, confirmation, biochemical, ADP Hunter fluorescence; MgcRacGAP-stimulated Rac1 GTP hydrolysis, ADP Hunter fluorescence; higher % means a stronger effect; GST-tagged Rac1 F28L mutant substrate; inhibition, % at 30 µM, or IC50 in µM where a hit was titrated; actives 0.6% (n = 340,000); AID 624330;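 active = first-screen hits whose inhibition reached a set limit at any dose in the follow-up dose series; inconclusive = inhibition above the set first-screen limit but never retested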;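 also: fluorescence reports GDP produced by GAP-driven GTP hydrolysis; strong numbers were not always called active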
# RSV CPE inhibition: RSV antiviral activity via CPE protection, HEp-2 cells, primary 10 µM value included (AID 2391); HEp-2 cells, RSV-induced CPE inhibition; higher % means a stronger effect; one-dose CPE inhibition, % at 10 µM; IC50 in µM for titrated hits; actives 0.13% (n = 310,000); in the data active = a potency from the dose series; inconclusive = CPE inhibition mostly from about 23% at the one dose, without a potency; inactive = the rest, 99 in 100 with CPE inhibition below about 21%; also: strong numbers were not always called active
# GPR55 LPI antagonism: inhibition of LPI-stimulated GPR55 beta-arrestin translocation – imaging, U2OS, beta-arrestin-GFP, LPI agonist, primary screen (AID 2013); one-dose inhibition, % at 10 µM; IC50 in µM for titrated hits; actives 0.13% (n = 290,000); U2OS GPR55 beta-arrestin-GFP translocation imaging, LPI antagonism; higher % means a stronger effect;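 active = spots per cell inhibited over 60%, with over 100 cells counted and total cytoplasm intensity under 500,000; inconclusive = wells with under 100 cells, flagged as likely toxic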;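 also: U2OS cells stably carrying GPR55 and arrestin-GFP stimulated by 5 µM LPI near EC80; imaged beta-arrestin-GFP aggregate spots per cell after agonist stimulation; plate controls were LPI-stimulated DMSO wells for no effect and DMSO wells without LPI for full effect; some results filed as inactive read as strong as hits; confirmed hits need IC50 under 10 µM and bright autofluorescent wells are also inconclusive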
# SV40 large T antigen: SV40 large T antigen inhibitors, biochemical (AID 1903). one-dose inhibition, % at 20 µM; IC50 in µM for titrated hits. actives 0.39% (n = 310,000). SV40 large T antigen ATPase/helicase inhibition assay; higher % means a stronger effect; in the data active = a potency from the dose series; inconclusive = inhibition mostly from about 32% at the one dose, without a potency; inactive = the rest, 99 in 100 with inhibition below about 32%; also: strong numbers were not always called active
# HIV peptide binding: cell-free HIV fusion peptide-binding blockers – biochemical, uHTS, fluorescence dequenching, primary screen (AID 1986). actives 0.3% (n = 290,000). cell-free peptide binding, fluorescence dequenching, 30 min; higher % means a stronger effect. one-dose inhibition, % at 20 µM; IC50 in µM for titrated hits; in the data active = inhibition mostly above about 52%, no sharp cut-off; inactive = mostly below about 76%; also: some results filed as inactive read as strong as hits
# An asterisk follows results filed as active; ? = inconclusive; · = no result given; [ ] = dose if it differs, or a comment.
SMILES,K1F lysis inhibition,NS5 inhibitors,GPR35 antagonists,Salmonella PhoP GFP,Rac1 GTP hydrolysis,RSV CPE inhibition,GPR55 LPI antagonism,SV40 large T antigen,HIV peptide binding
NC(=O)C1(N2CCCCC2)CCN(CC(=O)Nc2cc(Cl)ccc2Cl)CC1,6.0%,-2.5%,-8.2%,8.5%,8.7%,-0.1%,-11.0%,2.7%,-1.2%
CC(Sc1nc2sc3c(c2c(=O)n1-c1ccccc1)CCCC3)C(=O)O (centres undefined),0.3%,-7.1%,-8.2%,-12.0%,2.0%,1.6%,15.7%,10.5%,2.3%
CCC1(c2ccc(F)cc2)NC(=O)N(CC(=O)Nc2cc(S(=O)(=O)N(C)C)ccc2Cl)C1=O (centres undefined),0.9%,-2.3%,10.3%,-0.6%,2.3%,6.0%,-0.7%,10.8%,0.0%
O=C1c2ccccc2C(O)N1c1cccnc1 (centres undefined),-0.5%,1.4%,0.2%,5.7%,-3.5%,0.1%,-11.2%,3.4%,-1.0%
O=S(=O)(NCCc1ccccc1F)c1cccc(S(=O)(=O)N2CCOCC2)c1,-3.2%,-1.4%,12.6%,0.5%,3.9%,-0.7%,-14.5%,-1.8%,-0.1%
CCOc1cc(C(=O)N2CCN(c3ccccn3)CC2)cc(OCC)c1OCC,0.1%,·,0.3%,-8.7%,0.8%,0.4%,-3.1%,7.8%,1.5%
Cc1ccc(S(=O)(=O)N2CCc3cc4c(cc3C2C)OCCCO4)cc1 (centres undefined),0.6%,3.7%,-2.8%,-2.7%,0.2%,?,-6.4%,0.1%,-0.5%
Cc1ccnc2c(N3C(=O)C4C5c6ccccc6C(c6ccccc65)C4C3=O)cccc12 (centres undefined),0.1%,-2.4%,-1.1%,2.8%,5.7%,1.3%,13.1%,1.9%,-3.2%
COc1ccc(-c2cn(-c3ccc(OC)cc3)c3[n+]2-c2ccccc2CC3)cc1,3.2%,-6.2%,-9.8%,-10.1%,9.5%,0.9%,1.5%,22.5%,2.2%
O=C(Cc1cccs1)NCCN1CCOCC1,1.9%,4.4%,-12.4%,-4.3%,4.1%,1.1%,-9.9%,6.7%,1.1%
COc1ccc(C(=O)N/N=C/c2ccc3cccc(O)c3n2)cc1,0.2%,0.9%,12.1%,3.8%,10.5%,11.6%,2.8%,19.5%,-2.9%
c1ccc2cc(-c3csnn3)ccc2c1,0.3%,-1.3%,13.2%,7.8%,5.1%,4.5%,-4.3%,4.6%,-2.1%
CCOC(=O)N/N=C/c1ccc(OCCSc2ccc(Cl)cc2)c(OC)c1,0.9%[50 µM],0.0%,-7.4%,-14.0%,-3.0%,1.5%,3.1%,3.8%,6.5%
Cn1c(SCC(=O)Nc2ccccc2F)nnc1C1CCCCC1,-0.2%[50 µM],0.7%,-6.8%,-5.6%,7.8%,0.4%,18.1%,-1.2%,1.1%
O=C(NCc1cccc(Cl)c1)c1ccc2c(c1)OCO2,8.6%,-8.3%,15.8%,-4.4%,-0.1%,-0.8%,8.2%,3.6%,2.0%
COc1ccccc1C(=O)Nc1nsc(-c2ccccc2)n1,2.5%[50 µM],-0.8%,-2.1%,-1.4%,10.3%,3.9%,-3.7%,11.3%,-1.3%
O=C(CCSCc1ccccc1Cl)N1CCN(c2cccc(Cl)c2)CC1,-2.9%,-1.4%,-10.2%,0.6%,0.7%,5.9%,-8.6%,-0.1%,-2.8%
COc1ccc2[nH]c(C(=O)O)c(CCNC(C)=O)c2c1,0.2%,9.7%,17.8%,-0.9%,11.8%,0.0%,3.7%,12.6%,2.0%
CCN(CC)S(=O)(=O)c1ccc(NC(=O)c2ccc(CN3CCOCC3)cc2)cc1,0.5%,-3.5%,-1.3%,2.8%,3.2%,-1.1%,2.6%,-0.9%,0.0%
O=C(Nc1ccncc1)c1cc(-c2cccc(Br)c2)nc2ccccc12,0.7%[50 µM],-4.3%,·,11.7%,6.0%,17.4µM*,·,5.5%,·
O=C1CC(Sc2nnnn2-c2ccccc2)C(=O)N1c1cccc(Cl)c1 (centres undefined),-1.9%,-29.1%,-4.0%,-12.0%,11.4%,-0.8%,-3.4%,16.1%,-0.6%
O=C(COC(=O)c1ccc2c(c1Cl)C(=O)c1ccccc1C2=O)NC1CCCCC1,0.1%,2.7%,1.5%,-2.1%,12.1%,0.8%,0.2%,9.4%,2.7%
CCN(CC)/C(=N\S(=O)(=O)c1ccc(F)cc1)c1ccccc1,-0.4%[50 µM],-6.6%,-1.6%,4.2%,2.7%,0.4%,2.8%,2.4%,2.3%
COc1ccc(Oc2ccc(C(F)(F)F)cc2NC(=O)c2ccc(OC)cc2)cc1,0.7%,-3.9%,12.4%,-11.0%,6.8%,·,-2.4%,3.3%,1.3%
Cc1onc(-c2ccccc2)c1C(=O)Nc1nc2c(s1)C(=O)CC(C)(C)C2,0.1%,-4.8%,-7.5%,5.0%,8.7%,0.1%,15.2%,1.9%,0.7%
CC(CCc1ccccc1)NC(=O)COC(=O)c1cc(NS(=O)(=O)c2ccc(Cl)c([N+](=O)[O-])c2)ccc1O (centres undefined),3.4%,-5.1%,1.3%,2.6%,6.0%,1.5%,22.2%,2.7%,9.5%
CC(CN1CCCC1)OC(=O)COc1ccccc1 (centres undefined),0.8%,-4.9%,-3.5%,-12.5%,4.8%,1.1%,15.6%,4.7%,3.3%
CCOc1ccc(C(CC(=O)O)NC(=O)c2ccco2)cc1OC (centres undefined),0.6%,1.1%,-2.1%,-14.6%,5.8%,1.6%,4.6%,1.7%,0.3%
CC(C)CC(=O)Nc1ccc(-c2cn3ccsc3n2)cc1,0.7%,4.1%,-7.0%,-8.9%,5.5%,1.1%,1.9%,3.3%,0.6%
COc1ccc(C(=O)Oc2c(CN3CCOCC3)cc(Cl)c3cccnc23)cc1,0.2%,-4.2%,2.3%,191.0%,9.3%,3.1%,1.9%,3.2%,-3.0%
COc1cccc(C(=O)NC(Cc2ccccc2)c2ccc3c(c2)OCCCO3)c1 (centres undefined),0.3%,-5.7%,-10.4%,21.7%,-4.6%,-1.1%,-3.5%,9.6%,1.1%
CC(C)Oc1ccccc1/C=N/NC(=O)c1ccccc1Cl,0.1%,0.0%,-13.1%,-3.0%,12.8%,5.0%,-6.5%,6.7%,-1.6%
O=C(c1ccc(NS(=O)(=O)c2cccc3cccnc23)cc1)N1CCCCC1,0.3%,-10.1%,-9.2%,4.2%,-16.1%,-1.2%,-3.1%,-0.2%,0.5%
COC(=O)C1C(=O)N2CCCSC2=C(C#N)C1c1cccs1 (centres undefined),0.3%,-2.8%,-3.1%,3.8%,4.3%,0.7%,4.3%,8.2%,4.4%
CCOc1ccc(S(=O)(=O)NCCSc2ccccc2)cc1,-0.4%,0.3%,-10.5%,6.9%,1.4%,11.8%,-9.8%,3.0%,8.4%
Nc1c(Br)c(=O)[nH]c(=O)n1-c1ccc(F)cc1,0.5%,0.0%,-18.8%,·,3.7%,0.1%,-1.2%,-0.5%,0.9%
CC(C)CN1CCC(=O)N([C@H](CO)c2ccccc2)CC1,4.1%,0.0%,8.2%,·,4.0%,0.7%,0.9%,14.0%,-0.2%
Cc1cc(NCCN2CCCCC2)n2c(nc3ccccc32)c1C#N,·,·,-5.2%,-5.6%,·,·,-2.4%,8.4%,2.1%
Cc1ccccc1OCC(=O)Nc1ccc(N2CCN(C(=O)c3ccco3)CC2)cc1,0.1%,-4.1%,11.7%,-4.5%,10.3%,5.8%,-8.4%,10.5%,0.3%
CCOc1ccc2oc(C(=O)Nc3ccc4c(c3)OCO4)c(C)c2c1,-0.7%,-8.1%,2.3%,10.1%,6.6%,?,9.4%,-0.4%,-0.7%
CCCCCCCCn1c(=O)c(C(=O)OC)c(N)c2ccccc21,·,·,-12.9%,-5.3%,·,?,-7.1%,16.6%,-0.5%
COC(=O)CCN1CCC(c2cc(-c3cccc(C(F)(F)F)c3)n[nH]2)CC1,0.2%,-8.5%,-1.0%,4.8%,2.9%,-0.5%,-3.9%,-1.3%,0.7%
CCC(=O)NC(=S)Nc1ccc(S(=O)(=O)NC(C)C)cc1,5.1%,-1.6%,2.9%,-9.2%,-11.4%,-0.8%,13.9%,-6.6%,0.4%
NS(=O)(=O)c1ccc(N2CCOCC2)c(C(=O)NCCCSc2ccccc2)c1,1.2%[50 µM],-10.2%,·,·,3.3%,0.5%,·,·,·
O=C(NCc1ccc2c(c1)OCO2)c1ccc(C2SCC(=O)N2Cc2ccco2)cc1 (centres undefined),-0.5%,-8.9%,8.8%,-5.2%,-1.1%,1.7%,13.5%,19.3%,1.3%
CC(C)C(OC(=O)CN1C(=O)c2ccccc2C1=O)C(=O)NC1CCCC1 (centres undefined),0.4%,0.8%,8.2%,-3.2%,3.5%,2.1%,-0.5%,7.9%,2.8%
O=c1c(-c2ccc(Br)cc2)coc2c(CN3CCOCC3)c(O)ccc12,1.0%,-3.3%,9.6%,-4.1%,13.5%,0.5%,1.5%,12.4%,-2.0%
COc1ccc(-n2nnnc2-c2cn(C)nc2C(F)(F)F)cc1,-0.5%,3.4%,6.2%,-5.8%,-14.5%,0.6%,8.2%,5.7%,-0.7%
CS(=O)(=O)N(CC(=O)N1CCN(Cc2ccc3c(c2)OCO3)CC1)C1CCCCC1,0.4%,-3.0%,-1.3%,-9.4%,0.9%,1.2%,13.8%,8.5%,-0.5%
CC1=C(C(=O)OC(C)(C)C)C(c2ccc3ccccc3c2)NC(=O)N1C (centres undefined),0.0%,2.0%,2.7%,0.2%,7.5%,4.1%,-1.7%,10.5%,-0.4%
O=C(CNC(=O)c1ccc(Cl)cc1Cl)OCc1nc2ccccc2s1,1.0%,-6.6%,3.4%,-6.3%,1.0%,2.3%,11.7%,15.4%,1.9%
N#Cc1cccc(NC(=O)CCC2CCCC2)c1,5.3%,-6.6%,5.3%,-10.2%,-1.6%,1.3%,4.3%,-3.4%,-0.7%

# High-throughput results from PubChem BioAssay.
